Yeast life ext = yeast lifespan extension | AID 775 | S. cerevisiae growth with nicotinamide, OD615; deaD strain in restrictive glucose medium | 130,000 compounds, 0.68% hits | inhibition of the nicotinamide effect, % at 10 µM;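 active = inhibition above a set limit, placed 3 SD over the median of all compounds, cut at about 26% in these data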;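 also: 0% = nicotinamide-treated wells and 100% = cells grown without nicotinamide; some compounds called inactive have numbers as strong as hits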
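assay system = DeaD-strain S. cerevisiae | buffer or medium = restrictive glucose medium | reagent = 1.5 mM nicotinamide | compound = 10 µM single point, 0.25% DMSO | incubation = 48 h compound exposure at 30 °C, humidified | signal = OD615 measurement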
PTEN del growth = suppresses growth of cells with PTEN deletion | HCT116 PTEN-null viability, CellTiter-Glo, 60 h; stronger effect = lower value | viability, % at 10 µM | 140,000 compounds, 1.2% hits | AID 827;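 active = viability at or below a set limit, 4 SD under the median of all tested compounds, cut at about 3.7% in these data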;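 also: PTEN knockout HCT116 line with beta catenin targeted HCT116 as companion control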
Yeast growth inh = reduces growth of yeast BB579 in restrictive medium; S. cerevisiae BB579 growth, OD615, 48 h; inhibition, % at 10 µM; 140,000 compounds, 0.51% hits; AID 804;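 active = inhibition above a set limit, 3 SD over the mean compound inhibition, cut at about 44% in these data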; also: inactives centre near -24
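Test system: Saccharomyces cerevisiae DeaD strain BB579, replicative lifespan model yeast | Buffer or medium: Restrictive CSMM-D medium | Doses: One dose, 10 µM compound with 0.25% DMSO | Incubation: 48 h exposure, 30 °C | Detection: Culture absorbance at 615 nm | Control set: Amphotericin B at 10 µg/mL as positive control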
NPY-Y2 antag = NPY-Y2 (human) receptor antagonism | P49146 | 140,000 compounds, 0.99% hits | inhibition, % at 2.7 µM | NPY-Y2 expressing cells, antagonist mode; in the data active = inhibition above about 17%;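 also: 0% = vehicle with agonist challenge and 100% = reference antagonist with challenge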
Target sequence (P49146 whole entry, looked up): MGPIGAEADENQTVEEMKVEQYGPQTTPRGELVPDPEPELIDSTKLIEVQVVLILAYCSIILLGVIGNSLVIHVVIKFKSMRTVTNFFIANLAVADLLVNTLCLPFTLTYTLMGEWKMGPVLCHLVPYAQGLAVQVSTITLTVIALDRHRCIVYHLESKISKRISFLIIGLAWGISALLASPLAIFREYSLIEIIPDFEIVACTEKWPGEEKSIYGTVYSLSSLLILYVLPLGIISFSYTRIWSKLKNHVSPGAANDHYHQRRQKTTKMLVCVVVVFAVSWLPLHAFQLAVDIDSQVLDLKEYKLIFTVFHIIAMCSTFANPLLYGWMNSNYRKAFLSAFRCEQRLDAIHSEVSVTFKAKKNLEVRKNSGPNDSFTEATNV
E-sel TNF inh = blocks E-selectin expression induced by TNF alpha; HUVEC TNFa-induced E-selectin immunofluorescence, high content; inhibition, % at 2 µM; 120,000 compounds, 0.71% hits;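 active = inhibition above the batch mean plus 3 SD, and confirmed as a hit on visual image review, cut at about 43% in these data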;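 also: 0% = TNF-stimulated DMSO wells and 100% = unstimulated control wells; not every result past the cut was called active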
Phagocyt inh = inhibitors of macrophage phagocytosis; 110,000 compounds, 0.07% hits; inhibition, % at 5 µM; J774A.1 macrophage IgG-bead phagocytosis, imaging;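 active = inhibition above the mean of the plate negative controls plus 5 SD, cut at about 13% in these data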;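 also: phagocytic index as fraction of beads internalized from green versus red external bead signal; plate controls were DMSO negative control for no effect and cytochalasin-D positive control for full effect; some results beyond the cut were filed as inactive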
GALR2 blocker = GALR2 (human) receptor antagonism; GALR2-expressing cells, antagonist mode; 140,000 compounds, 0.39% hits; inhibition, % at 4 µM; O43603; AID 828; in the data active = inhibition above about 27%;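 also: cells stimulated with galanin 1-16 at roughly its EC80; 0% = agonist challenge control and 100% = basal control without agonist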
Target sequence (O43603 whole entry, looked up): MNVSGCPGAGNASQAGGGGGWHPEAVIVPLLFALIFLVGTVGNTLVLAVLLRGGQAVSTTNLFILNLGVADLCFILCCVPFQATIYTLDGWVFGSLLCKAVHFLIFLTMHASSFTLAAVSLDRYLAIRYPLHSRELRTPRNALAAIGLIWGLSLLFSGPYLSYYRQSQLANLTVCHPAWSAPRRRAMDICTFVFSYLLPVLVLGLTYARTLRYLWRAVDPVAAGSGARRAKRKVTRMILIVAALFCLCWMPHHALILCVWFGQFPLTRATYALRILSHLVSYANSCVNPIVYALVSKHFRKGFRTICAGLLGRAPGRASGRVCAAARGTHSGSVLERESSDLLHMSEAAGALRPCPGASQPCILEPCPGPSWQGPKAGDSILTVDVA
MRP1 act = activators of MRP-1 | H69AR cells + doxorubicin, viability rescue, CellTiter-Glo | viability increase, % at 10 µM | 140,000 compounds, 0.61% hits;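 active = viability gain under doxorubicin at or above a set limit, the compound median plus 3 SD, cut at about 4.7% in these data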;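 also: MRP-1 overexpressing cells given doxorubicin 25 µM after compound pretreatment; 18-22 h compound pretreatment then 72 h with doxorubicin before readout; 0% = doxorubicin-only wells and 100% = vehicle-treated cells without doxorubicin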
HCT116 bCat-KO = beta-catenin-lacking colon tumor cell growth suppression; HCT116 beta-catenin knockout viability, CellTiter-Glo, 60 h; stronger effect = lower value; viability, % at 10 µM; 140,000 compounds, 1.5% hits; AID 818;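 active = viability at or under a set limit, the compound median less 4 SD, cut at about 6% in these data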;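 also: 0% = Hyamine 1622 control at 20 µM and 100% = untreated cell control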
Measles CPE = protection of cells from measles virus | protection (pct of control), % at 4 µM | Measles virus-infected cells, CPE protection, absorbance | 140,000 compounds, 1.5% hits | AID 841; in the data active = protection mostly above about 24%, no sharp cut-off; inactive = mostly below about 26%; also: some compounds called inactive have numbers as strong as hits
The depositor's hits bear a star; x = not tested or not shown.

SMILES | Yeast life ext | PTEN del growth | Yeast growth inh | NPY-Y2 antag | E-sel TNF inh | Phagocyt inh | GALR2 blocker | MRP1 act | HCT116 bCat-KO | Measles CPE
CCOC(=O)C(C)Oc1ccc(C2NC(=O)NC(C)=C2C(=O)Nc2ccccc2C)cc1 (stereo unspecified) | -8 | 106 | 3 | 1 | 29 | 0 | -11 | -2.9 | 95 | 4
CCC(COC(=O)Nc1cccc(C)c1)NC(=O)OCC(C)C (stereo unspecified) | -7 | 84 | 1 | 1 | x | 0 | 0 | 0.9 | 85 | 5
Cc1ccc(C(=O)Nc2cnc3sc(C)nn3c2=O)cc1 | -27 | 94 | 6 | 1 | -20 | -1 | 5 | -2.5 | 86 | 8
CCOC(=O)CSc1cc(CSc2ccccc2)nc(-c2ccccc2)n1 | -10 | 80 | -20 | 10 | -17 | 0 | -5 | -3.9 | 82 | 9
CCCCNS(=O)(=O)c1ccc(NC(=O)C(Sc2ccccc2)c2ccccc2)cc1 (stereo unspecified) | 3 | 16 | -19 | -4 | x | -3 | 6 | -5.0 | 26 | 11
Cc1cc([N+](=O)[O-])ccc1NCc1cccc([N+](=O)[O-])c1 | -2 | 77 | -40 | 2 | 36 | 2 | -4 | -2.8 | 88 | 5
Cc1ccc(S(=O)(=O)c2nc(NCc3ccc4c(c3)OCO4)sc2Cl)cc1 | -1 | 73 | -12 | 15 | -7 | -3 | 3 | -0.8 | 83 | 6
CC(CCc1ccccc1)NC(=O)COC(=O)C12CC3CC(CC(Br)(C3)C1)C2 (stereo unspecified) | 1 | 92 | -40 | 1 | 0 | -2 | -23 | 0.0 | 88 | 7
Oc1ccc(CN2CCN(c3ccccc3)CC2)c2cccnc12 | x | 2.8* | -23 | 3 | 4 | x | -3 | -6.7 | 3.0* | 4
COc1ccc(OC)c(C(=O)c2ccc(C(=O)Nc3ccc4ccccc4c3)cc2)c1 | -3 | 86 | 3 | 3 | 6 | -8 | -3 | 2.3 | 92 | 9
Cc1cc(C)c(C(N)=O)c(NC(=O)Nc2ccccc2Cl)n1 | -8 | 103 | -53 | -1 | 1 | x | -14 | -1.6 | 105 | 6
CC1C/C(=N\Nc2ccc(S(N)(=O)=O)cc2[N+](=O)[O-])CC(C)(C)C1 (stereo unspecified) | 19 | 61 | -56 | 2 | x | -2 | 5 | -0.3 | 61 | 9

Some values from above:
For GALR2 blocker, Oc1ccc(CN2CCN(c3ccccc3)CC2)c2cccnc12 is entered as -3
For PTEN del growth, CCCCNS(=O)(=O)c1ccc(NC(=O)C(Sc2ccccc2)c2ccccc2)cc1 (stereo unspecified) is entered as 16
For Yeast life ext, Cc1cc([N+](=O)[O-])ccc1NCc1cccc([N+](=O)[O-])c1 is entered as -2
For HCT116 bCat-KO, CCOC(=O)C(C)Oc1ccc(C2NC(=O)NC(C)=C2C(=O)Nc2ccccc2C)cc1 (stereo unspecified) is entered as 95
For Measles CPE, Cc1ccc(S(=O)(=O)c2nc(NCc3ccc4c(c3)OCO4)sc2Cl)cc1 is entered as 6
For Yeast life ext, CCOC(=O)CSc1cc(CSc2ccccc2)nc(-c2ccccc2)n1 is entered as -10

The main list resumes; the 4 compounds before the break are reprinted first.
SMILES | Yeast life ext | PTEN del growth | Yeast growth inh | NPY-Y2 antag | E-sel TNF inh | Phagocyt inh | GALR2 blocker | MRP1 act | HCT116 bCat-KO | Measles CPE
Oc1ccc(CN2CCN(c3ccccc3)CC2)c2cccnc12 | x | 2.8* | -23 | 3 | 4 | x | -3 | -6.7 | 3.0* | 4
COc1ccc(OC)c(C(=O)c2ccc(C(=O)Nc3ccc4ccccc4c3)cc2)c1 | -3 | 86 | 3 | 3 | 6 | -8 | -3 | 2.3 | 92 | 9
Cc1cc(C)c(C(N)=O)c(NC(=O)Nc2ccccc2Cl)n1 | -8 | 103 | -53 | -1 | 1 | x | -14 | -1.6 | 105 | 6
CC1C/C(=N\Nc2ccc(S(N)(=O)=O)cc2[N+](=O)[O-])CC(C)(C)C1 (stereo unspecified) | 19 | 61 | -56 | 2 | x | -2 | 5 | -0.3 | 61 | 9
N#Cc1c(-c2cccs2)nc(SCC(=O)c2cccs2)[nH]c1=O | -8 | 96 | 18 | 7 | -8 | x | -10 | 5.6* | 97 | 20
O=C(Cc1cccs1)Nc1nc2ccccc2s1 | -8 | 81 | -12 | -2 | x | 1 | 0 | -1.5 | 85 | 25
COC(=O)C1=C(C)OC(N)=C(C#N)C1c1c(C)nn(-c2ccccc2)c1Cl (stereo unspecified) | 6 | 95 | -42 | 5 | 9 | 1 | 13 | -3.9 | 101 | 47
COCCNC(=O)Nc1ccc2c(c1)N(C)C(=O)CS2 | -8 | 99 | -23 | 1 | 3 | -1 | -4 | -1.6 | 84 | 4
CCOC(=O)N1CCN(S(=O)(=O)c2ccc3c(c2)oc(=O)n3C)CC1 | -5 | 103 | -85 | 0 | 19 | 0 | 4 | -0.2 | 94 | 3
CCc1ccccc1NC(=O)C(C#N)Cc1cccnc1 (stereo unspecified) | x | 98 | -45 | 1 | 3 | x | -1 | -2.5 | 101 | 20
CCOC(=O)NC(Nc1ccc(C)cn1)(C(F)(F)F)C(F)(F)F | 4 | 99 | -35 | 2 | 3 | 0 | 2 | -1.2 | 101 | 19
Cc1nn(-c2ccccn2)c2c1C(c1ccccn1)C1=C(CCCC1=O)N2 (stereo unspecified) | 0 | 99 | -44 | 2 | -4 | -1 | 12 | -1.4 | 104 | 6
CC1(C)CCCC2=C1CC1C(=O)N(O)C(=O)C1C2 (stereo unspecified) | -6 | 95 | -17 | 1 | x | -1 | -4 | -1.8 | 93 | 16
Cc1cc([N+](=O)[O-])ccc1NC(=O)/C=C/c1cccs1 | -6 | 109 | -22 | 6 | x | -5 | 14 | 2.3 | 90 | 18
COC(=O)c1c(C(=O)OC)c2cc(C(=O)c3ccccc3)ccn2c1Cl | x | 75 | -31 | 8 | -8 | x | 9 | 0.9 | 69 | 5
COc1ccccc1C(=O)Nc1ccc(C(=O)N2CCCC2)cc1 | -6 | 102 | -17 | -2 | -18 | x | 6 | 1.7 | 96 | 23
COc1ccc2c(=O)c3c(=O)n(Cc4ccco4)c(-c4ccccc4)nc3oc2c1 | 12 | 84 | -37 | 5 | -20 | -1 | 1 | -1.6 | 96 | 13
Cc1c(NC(=O)C(C)OC(=O)COc2cccc3c2OC(C)(C)C3)c(=O)n(-c2ccccc2)n1C (stereo unspecified) | 13 | 94 | -24 | 8 | -17 | 0 | 6 | -0.9 | 109 | 5
Cc1onc(-c2ccccc2Cl)c1C(=O)NCC(=O)O | -11 | 100 | 2 | 1 | -4 | x | -5 | 1.9 | 97 | 3
Cc1cccc(C(=O)Nc2ccc(C)c(OC(=O)c3cccc(C)c3)c2)c1 | -10 | 75 | -81 | 8 | 14 | 0 | -2 | 0.6 | 73 | 2
CCCCC(=O)Nc1cccc(NC(=O)c2ccc(Br)cc2)c1 | -1 | 90 | -47 | 3 | -27 | x | 8 | -2.0 | 90 | 7
COc1c(O)cccc1-c1nnn(CCC(=O)OCC(=O)c2ccccc2)n1 | -6 | 100 | -18 | 2 | x | -2 | 5 | -3.0 | 92 | 5
O=C(CSc1nnc(-c2ccccc2F)n1C1CCCCC1)N1CCCC1 | -3 | 100 | -10 | 3 | -42 | -1 | -2 | -1.2 | 92 | 7
O=C(CCCOc1ccccc1)Nc1cccc(C(=O)O)c1 | -8 | 100 | 0 | 3 | 7 | 1 | 6 | -1.1 | 101 | 15
Cc1cc(C(=O)N/N=C/C=C/c2ccc3c(c2)OCO3)n[nH]1 | -22 | 84 | -9 | 0 | -10 | x | 5 | -2.4 | 82 | 25*
Cc1ccc(C(C)C)c(OCC(O)CN2CCOCC2)c1 (stereo unspecified) | -16 | 92 | -8 | 1 | x | -1 | -5 | -0.3 | 97 | 22
Cc1ccc(S(=O)(=O)Oc2ccc(/C=C3/N=C(c4ccccc4)OC3=O)cc2)cc1 | 5 | 101 | -49 | 1 | x | 1 | 5 | -2.8 | 97 | 6
COc1ccc(C2C(=O)N(C3CCCCC3)CC(=O)N2Cc2ccco2)cc1 (stereo unspecified) | 17 | 89 | -17 | 1 | -23 | -6 | -6 | -4.4 | 93 | 1
Cc1ccc(-c2nc3cnccn3c2Nc2ccc3c(c2)OCO3)o1 | -13 | 87 | -9 | 2 | -3 | -1 | 19 | -4.1 | 88 | 38
Cc1cc(C)n(C(=O)c2ccc(C)c(S(=O)(=O)N3CCCCC3)c2)n1 | -3 | 85 | 13 | 7 | 5 | 2 | 3 | -0.9 | 97 | 11
C=CCNC(=O)NS(=O)(=O)c1ccc(C)cc1 | -6 | 107 | -13 | 1 | -6 | 3 | 2 | 0.0 | 98 | 5
O=c1c2ccccc2nc2n1CC/C2=C/N1CCN(c2cccc(C(F)(F)F)c2)CC1 | -15 | 85 | -30 | 7 | -10 | 0 | -4 | -1.8 | 81 | 19
O=C(Nn1c(C2CCCCC2)nc2ccccc2c1=O)c1ccc(Cl)c([N+](=O)[O-])c1 | 13 | 71 | -39 | 1 | x | -4 | 13 | -0.8 | 81 | 25
CC(C)NC(=O)c1cc(-c2ccc(Br)cc2)on1 | -5 | 88 | -15 | -1 | x | 0 | -8 | -0.5 | 94 | 4
Cc1ccc(Nc2cc(-n3nc(C)cc3C)ncn2)c(C)c1 | -13 | 77 | 8 | 1 | 30 | 0 | 2 | -1.3 | 83 | 3
O=C(Nc1ccc(C(F)(F)F)cc1Cl)c1ccc(Cn2cc(Br)cn2)o1 | -27 | 97 | -32 | 8 | -21 | 0 | -2 | 0.1 | 104 | 6
O=C(c1ccco1)N1CCN(C(=O)C2CCCN(S(=O)(=O)c3cccc4nsnc34)C2)CC1 (stereo unspecified) | -2 | 91 | -32 | -2 | 39 | x | -4 | -3.5 | 90 | 2
Cc1cc(C)n(S(=O)(=O)c2cc(C(=O)O)c(Cl)cc2Cl)n1 | x | x | x | 0 | 10 | 1 | 0 | x | x | x
CCC(CC)=NNC(=O)c1ccccc1OCc1ccc(F)cc1 | 14 | 88 | -50 | 6 | -41 | -6 | -11 | 2.4 | 89 | 2
Cc1cccc(-c2noc(CCC(=O)NCC3CCCO3)n2)c1 (stereo unspecified) | -10 | 95 | 32 | 3 | -11 | 2 | -4 | -2.6 | 97 | 8
O=C(CNC(=O)c1ccco1)OCc1cccc(Cl)c1 | -9 | 102 | -9 | 1 | -19 | 0 | -7 | -1.2 | 94 | 23

Two records drawn at random from the list so far, as already listed:
SMILES | Yeast life ext | PTEN del growth | Yeast growth inh | NPY-Y2 antag | E-sel TNF inh | Phagocyt inh | GALR2 blocker | MRP1 act | HCT116 bCat-KO | Measles CPE
Cc1cc(C)n(S(=O)(=O)c2cc(C(=O)O)c(Cl)cc2Cl)n1 | x | x | x | 0 | 10 | 1 | 0 | x | x | x
CCC(CC)=NNC(=O)c1ccccc1OCc1ccc(F)cc1 | 14 | 88 | -50 | 6 | -41 | -6 | -11 | 2.4 | 89 | 2

From PubChem BioAssay
